RAD52 inh – inhibitors of human RAD52 DNA annealing; 360,000 tested, 0.46% active; recombinant RAD52 DNA annealing, FRET fluorescence; inhibition, % at 18.7 µM;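 active means every replicate showing at least 50% inhibition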
ERAP1 inh – inhibitors of human ERAP1 aminopeptidase; Q9NZ08; recombinant ERAP1, Leu-AMC fluorescence, 60 min; inhibition, % at 10.7 µM; 340,000 tested, 0.15% active;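 active means mean replicate inhibition of at least 30%, or all replicates individually reaching that 30% level; inactive means mean below 30% and not every replicate reaching it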;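 further: 0% = neutral control wells and 100% = L-leucinethiol positive control wells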
Target sequence (Q9NZ08 whole entry, looked up): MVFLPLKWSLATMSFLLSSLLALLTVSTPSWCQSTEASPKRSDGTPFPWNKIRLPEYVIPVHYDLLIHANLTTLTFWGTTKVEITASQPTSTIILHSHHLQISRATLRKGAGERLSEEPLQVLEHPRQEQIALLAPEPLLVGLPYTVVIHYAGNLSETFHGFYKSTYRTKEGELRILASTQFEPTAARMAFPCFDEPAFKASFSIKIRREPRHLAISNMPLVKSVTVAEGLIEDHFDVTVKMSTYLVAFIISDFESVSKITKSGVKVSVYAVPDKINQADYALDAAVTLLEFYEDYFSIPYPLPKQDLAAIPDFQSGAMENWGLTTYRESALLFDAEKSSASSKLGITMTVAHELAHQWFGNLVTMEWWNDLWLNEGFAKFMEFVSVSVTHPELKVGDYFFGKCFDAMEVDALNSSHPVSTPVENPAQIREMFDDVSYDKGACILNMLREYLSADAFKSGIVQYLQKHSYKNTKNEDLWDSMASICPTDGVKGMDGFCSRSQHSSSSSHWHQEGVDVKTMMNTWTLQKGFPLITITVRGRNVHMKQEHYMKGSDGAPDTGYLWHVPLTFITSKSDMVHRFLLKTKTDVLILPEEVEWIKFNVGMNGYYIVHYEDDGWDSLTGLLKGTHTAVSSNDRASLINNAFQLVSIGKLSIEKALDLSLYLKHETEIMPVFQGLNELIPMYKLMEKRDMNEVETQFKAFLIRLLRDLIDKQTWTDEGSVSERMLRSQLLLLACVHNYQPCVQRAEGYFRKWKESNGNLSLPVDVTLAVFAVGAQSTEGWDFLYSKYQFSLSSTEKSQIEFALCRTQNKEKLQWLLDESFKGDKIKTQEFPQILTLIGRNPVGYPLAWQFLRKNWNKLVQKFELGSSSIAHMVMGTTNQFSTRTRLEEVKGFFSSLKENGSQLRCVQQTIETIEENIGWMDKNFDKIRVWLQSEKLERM
Active calls of the source: *. An excerpt; rates above refer to the full screens.

No.	mol	ERAP1 inh	RAD52 inh
1	CCOC(=O)N/N=C1\CC(C)S(=O)(=O)c2ccc(Cl)cc21 (stereo not drawn)	-1	-7
2	COc1cc(Cl)c(C)cc1NC(=O)CSc1ccc(C)cc1	1	-15
3	O=C(CSc1ccccc1)Nc1cc(S(=O)(=O)N2CCOCC2)ccc1N1CCOCC1	1	-18
4	CCOC(=O)c1cnc2c(-c3ccc(Cl)cc3)cnn2c1C	1	-8
5	NC(=O)COC(=O)c1cccc(S(=O)(=O)N2CCN(c3ccccc3)CC2)c1	0	-7
6	C/C(=N\Nc1nc2ccccc2[nH]1)c1ccc2c(c1)OCCO2	-9	-2
7	CCOC(=O)c1sc(=N)n(-c2ccc(OC)cc2)c1C	0	-4
8	Cc1cccc2ccccc12	1	-7
9	Cn1nnc(NC(=S)NC(=O)/C=C/c2ccco2)n1	2	-79
10	CNC(=O)/C=C/c1cccc(C(F)(F)F)c1	3	3
11	CCN(CC)CCOC(=O)c1ccc(NC(=O)c2cccc(C)c2[N+](=O)[O-])cc1	-1	-44
12	OC(CCl)CCl	2	-10
13	CCn1c(C)c(C(C)=O)c(N2CCN(c3ccc(OC)cc3)CC2)nc1=S	-1	36
14	COc1ccc(-c2noc(-c3ccc(Br)o3)n2)cc1	1	-8
15	O=C(NC1CCCCC1)C1c2ccccc2OCC(=O)N1CCCN1CCOCC1 (stereo not drawn)	2	-12
16	COc1ccc(-n2nc(C)cc2N)cc1	0	-19
17	CCN(c1ccc(NC(=O)COC(=O)CCc2cc(OC)c(OC)c(OC)c2)cc1)C(C)C	16	-9
18	COc1ccccc1CNC(=O)C(NC(=O)c1ccc(C)cc1)C(C)C (stereo not drawn)	0	0
19	Cc1ccc(NC(=O)CSc2nnc(Cc3csc(C)n3)o2)c(C)c1	-2	-1
20	CC12CCC(C(=O)N(NC(=O)c3ccccc3O)C1=O)C2(C)C (stereo not drawn)	1	-7
21	CCOc1ccc(NC(=O)N2CCC(c3nc4ccccc4o3)CC2)cc1	-3	-28
22	O=C(Cc1cccc2ccccc12)N/N=C/C=C/c1cccc([N+](=O)[O-])c1	0	-12
23	Cc1ccc(OCc2ccc(C(=O)NCC3CCCO3)cc2)cc1 (stereo not drawn)	0	-8
24	O=[N+]([O-])c1cc(S(=O)(=O)N2CCCC2)ccc1N/N=C1/CCCc2ccccc21	12	-4
25	CCOc1nc(-c2ccccc2O)nc2ccccc12	0	-12
26	CCn1c2ccccc2c2cc(/C=N/NC(=O)c3ccc(O)cc3)ccc21	-4	-21
27	C/C=C/C(=O)NCCc1ccc(OC)c(OC)c1	13	-3
28	O=C(C(=O)N1CCc2ccccc2C1)N1CCc2ccccc2C1	3	0
29	O=C(COC(=O)c1ccccc1Nc1ccc(SC(F)F)cc1)NC1CC1	-2	-7
30	O=C(O)c1cc(-c2ccc(N3CCOCC3)cc2)nn1-c1ccc(F)cc1F	-6	0
31	O=C(c1cn2ccccc2n1)N1CCc2c([nH]c3ccccc23)C1c1ccccn1 (stereo not drawn)	1	-2
32	O=C(NCC(c1ccco1)N1CCCC1)c1cccc(NS(=O)(=O)c2ccccc2)c1 (stereo not drawn)	4	-22
33	COc1ccc(CC(=O)Nc2ccc3nc(C)sc3c2)cc1OC	1	-16
34	COc1cccc(-n2c(SCC(=O)Nc3ccc4c(c3)CCC4)nc3ccccc3c2=O)c1	-1	-5
35	Cc1cccc(NC(=O)C2C(c3ccccc3)C2(Cl)Cl)c1 (stereo not drawn)	1	-8
36	COCCn1c(=O)[nH]c2cc(C(=O)NCCc3ccc(S(N)(=O)=O)cc3)ccc2c1=O	3	0
37	O=C(Nc1cccc([N+](=O)[O-])c1)c1ccc(-c2ccccc2)cc1	8	-6
38	CN(C)S(=O)(=O)c1cc(NC(=O)CN2CCOCC2)ccc1Cl	5	8
39	CCCCCCCCCCC(=O)Nc1cccnc1	-1	-9
40	N#CCCN(C(=O)COC(=O)c1ccc2c(=O)n3c(nc2c1)CCC3)c1ccc(F)cc1	-5	-8
41	COc1ccccc1CNC(=O)COC(=O)c1cccc(S(=O)(=O)N2CCOCC2)c1	9	-11
42	O=C(c1ccccc1F)N1CCN(c2ccc([N+](=O)[O-])c(NCC3CCCO3)c2)CC1 (stereo not drawn)	14	-7
43	CC(C)Oc1cccc(OCCN2C(=O)c3ccccc3C2=O)c1	5	-26
44	Cc1cccnc1NC(=S)Nc1ccc(Cl)c(Cl)c1	0	-18
45	Cc1ccc(S(=O)(=O)N(C)C)cc1NC(=O)c1cc(C(C)(C)C)nn1Cc1ccccc1	1	-3
46	Cc1cc(Cl)ccc1NC(=S)NCC(C)C	1	1
47	CCN(c1ccccc1)S(=O)(=O)c1ccc(OC)c(N=N/C(C(=O)Nc2ccccc2)=C(/C)O)c1	3	-4
48	Cc1ccc(N2CCN(c3ccc(NCc4nc5ccccc5n4C)cc3)CC2)cc1	8	-6
49	COc1cc(/C=C2\C(=O)NN(c3ccccc3)C2=O)cc([N+](=O)[O-])c1O	11	-10
50	CC1(C)CC(=O)c2c(oc3ccc(NS(=O)(=O)c4cccc5cccnc45)cc23)C1	0	-5
51	Cc1ccc(SCC(=O)OCC(=O)NCCNC(=O)COC(=O)CSc2ccc(C)c(C)c2)cc1C	3	-16
52	O=C(NCCSc1ccccc1)c1ccc(Br)cc1	3	-6
53	O=C(NCc1ccccn1)C(=O)N/N=C/c1ccc2c(c1)OCO2	0	-7
54	CCOC(=O)COc1ccc(C(=O)Nc2cccc(Cl)c2C)cc1	0	-11
55	O=C(C/C=N\OCc1ccc([N+](=O)[O-])cc1)Nc1ccc(F)cc1F	-2	-18
56	COC(=O)C1=C(N)Oc2c(oc(CO)cc2=O)C1c1c(F)cccc1Cl (stereo not drawn)	-2	-10
57	COc1cccc(C(=O)C2CCCN(C(=O)CCC3=NNC(=O)CC3)C2)c1 (stereo not drawn)	4	-9
58	CCOc1ncnc2c1sc1nc3c(cc12)COC(C)(C)C3	1	0
59	O=C(N/C(=C\c1ccccc1Cl)C(=O)N1CCOCC1)c1ccc([N+](=O)[O-])cc1	0	-8
60	COc1ccccc1C(CNC(=O)COc1ccccc1C)N1CCCC1 (stereo not drawn)	1	-85

Later entries:
No.	mol	ERAP1 inh	RAD52 inh
61	CN(C)S(=O)(=O)c1ccc(Cl)c(C(=O)Nc2ccccc2[N+](=O)[O-])c1	11	-1
62	CSc1oc(-c2ccccc2)nc1S(=O)(=O)c1ccc(F)cc1	2	-18
63	O=C(NNc1ccccc1[N+](=O)[O-])NC1CCCCC1	-3	-20
64	CC(C)(C)NC(=O)C(c1ccncc1)N(C(=O)c1csnn1)c1cccc2ccccc12 (stereo not drawn)	-3	-4
65	COc1cc(NC(=S)N2CCCC(C)C2)c(OC)cc1Cl (stereo not drawn)	-3	-7
66	CCc1ccccc1Nc1nc(N)nc(CSc2nnc3ccccn23)n1	-2	-19
67	CC1(C)CC(NC(=O)CCc2nnc(CCCCc3ccccc3)o2)CCO1 (stereo not drawn)	15	-14
68	O=C(/C=C/c1cccc([N+](=O)[O-])c1)N1CCN(Cc2ccc3c(c2)OCO3)CC1	-4	-15
69	CC(=O)Nc1ccc(C(=O)N(C)C(C(=O)Nc2ccccc2)c2ccccn2)cc1 (stereo not drawn)	4	-15
70	Cc1cc2nn(-c3ccc(Cl)cc3)nc2cc1N	-2	-7
71	Cc1ccc(N2C(=O)C(CN3CCCC3)C2c2ccccc2)cc1 (stereo not drawn)	-4	-96
72	CN1C(=O)S/C(=C\c2ccccc2OCc2ccc(C(=O)O)cc2)C1=O	10	-15
73	CNCc1ccccc1OCc1ccc(F)cc1	0	-3
74	O=C(Nc1cccc(S(=O)(=O)N2CCCC2)c1)c1ccc2c(c1)OCO2	0	-24
75	O=C(Nc1ccc(F)cc1)c1ccc2nc[nH]c2c1	0	-3
76	C/C(=N\NC(=O)c1cc(-c2ccncc2)nc2ccccc12)c1ccc(N2CCOCC2)cc1	-3	-15
77	CC(C)NC(=O)COc1ccc(OCc2ccccc2)cc1	1	-9
78	COC(=O)C1=C(C)NC2=C(C(=O)CCC2)C1c1ccc(-c2ccsc2C(=O)OC)o1 (stereo not drawn)	-1	-18
79	Oc1[nH]c2ccccc2c1N=Nc1ncnc2c1oc1ccccc12	0	-7
80	COCCCNC(=O)CN(c1cc(Cl)ccc1OC)S(C)(=O)=O	-1	-3
81	Cc1cc(OCCCn2cnc3ccccc3c2=O)ccc1[N+](=O)[O-]	-3	-8
82	CN(C)c1ccc(-c2nnn(CC(=O)NCc3ccc4c(c3)OCO4)n2)cc1	-2	-3
83	O=C(NCCc1ccccc1)c1nc(-c2cccs2)no1	0	-9
84	S=C1NCN(Cc2ccco2)CN1	-1	-2

Whole records, quoted from the list. Order of screens: ERAP1 inh	RAD52 inh
O=C(NCCc1ccccc1)c1nc(-c2cccs2)no1 is listed with 0	-9
O=C(Nc1cccc(S(=O)(=O)N2CCCC2)c1)c1ccc2c(c1)OCO2 is listed with 0	-24

New compounds follow
No.	mol	ERAP1 inh	RAD52 inh
85	C/C(=N\NC(=S)NCc1ccccc1)c1ccc2ccccc2c1OC(F)F	-6	-19
86	Cc1ccc(S(=O)(=O)N(CC(=O)O)Cc2ccco2)cc1	1	-22
87	O=c1cnc2cc([N+](=O)[O-])ccc2[nH]1	3	-6
88	O=C(/C=C/c1ccccc1Cl)NNC(=O)c1cccs1	0	-8
89	O=C(/C=C/c1ccc2c(c1)OCO2)N1CCN(c2ccc(Cl)cc2)CC1	4	-16
90	On1nnc2c3ccccc3c3ccccc3c21	1	-15
91	COc1ccc(/C=N/Nc2nc(N)cc(Cl)n2)cc1OC	1	1
92	CCC1CCCCN1CCCNC(=O)c1cc2c(Cl)nc3ccccc3c2s1 (stereo not drawn)	-5	64*
93	Clc1ccccc1Cc1noc(CN2CCSCC2)n1	1	-4
94	COc1ccc(OC)c(NC(=O)c2cccc(C)c2[N+](=O)[O-])c1	-5	4
95	COc1ccc(CNc2nc(Cl)c(C#N)s2)cc1	3	-4
96	O=C(NNC1=NCCN1Cc1ccccc1)c1cccc(C(F)(F)F)c1	1	-6
97	Cc1ccc(S(=O)(=O)NCC(=O)OCC(=O)Nc2ccccc2OC(F)F)cc1	-1	1
98	CC(C)Cc1nnc(NC(=O)CCC(=O)Nc2ccccc2F)s1	-1	-10
99	CCOC(=O)c1cc(C(=O)OCC)c(=O)[nH]c1N1CCCC1	-2	-9
100	Cc1nc(CNC(=O)CC2C(=O)NCCN2Cc2cccc(Oc3ccccc3)c2)cs1 (stereo not drawn)	0	-17
101	O=C(Cn1cc(C(F)(F)F)ccc1=O)N/N=C/c1cccc(Cl)c1	13	-10
102	O=C(OCC(=O)N1CCCC1)c1c2c(nc3ccccc13)CCCCC2	2	-10
103	C/C(=N\NC(=O)CNc1ccc(F)cc1)c1cc2ccccc2o1	6	-16
104	CCN(CC)C(=O)C1=C(C)NC(=S)NC1c1cccs1 (stereo not drawn)	-1	14
105	C/C(=N\NC(=O)COc1ccc(C(C)(C)C)cc1)c1ccc2c(c1)OCCO2	-3	1
106	CC1(C)CC(=O)c2cc(NC(=O)c3ccccc3)c(=O)oc2C1	3	-17
107	Cc1ccc2nc(SCC(=O)Nc3ccc4c(c3)OCO4)nc(=O)n2c1	-2	2
108	Cc1oc(-c2ccccc2F)nc1CS(=O)CC(=O)NC1CCCC1 (stereo not drawn)	-2	-25

Reprinted at random: six entries already listed.
No.	mol	ERAP1 inh	RAD52 inh
108	Cc1oc(-c2ccccc2F)nc1CS(=O)CC(=O)NC1CCCC1 (stereo not drawn)	-2	-25
99	CCOC(=O)c1cc(C(=O)OCC)c(=O)[nH]c1N1CCCC1	-2	-9
107	Cc1ccc2nc(SCC(=O)Nc3ccc4c(c3)OCO4)nc(=O)n2c1	-2	2
97	Cc1ccc(S(=O)(=O)NCC(=O)OCC(=O)Nc2ccccc2OC(F)F)cc1	-1	1
102	O=C(OCC(=O)N1CCCC1)c1c2c(nc3ccccc13)CCCCC2	2	-10
105	C/C(=N\NC(=O)COc1ccc(C(C)(C)C)cc1)c1ccc2c(c1)OCCO2	-3	1

The list goes on.
No.	mol	ERAP1 inh	RAD52 inh
109	CCOC(=O)C1CCN(C(=S)NC2CCCC2)CC1	2	-5
110	O=C1NC[C@@H](CCCCN2C[C@H](Cc3ccc(O)cc3)N(Cc3ccccc3)C(=O)C2=O)N(CC2CCCCC2)C1=O	-3	-17
111	Fc1ccc(-n2c(-c3cc(C4CC4)[nH]n3)n[nH]c2=S)cc1Cl	-2	-13
112	CCc1nnc(NS(=O)(=O)c2ccc(NC(=S)NC(=O)c3cccnc3)cc2)s1	14	-11
113	COc1ccc(C(=O)NCC(=O)N2CCCC(C)C2)cc1OC (stereo not drawn)	7	-12
114	O=C(CSc1nc(=O)n(CCCN2CCOCC2)c2c1CCC2)Nc1ccc(F)cc1F	3	2
115	O=C(CSCc1ccc(Br)cc1)N=Nc1c(O)[nH]c2ccccc12	-4	1
116	O=C(Cc1nn[nH]n1)c1ccccc1O	11	-23
117	O=C(CSc1cccc2cccc(Cl)c12)NCc1cccs1	3	-49
118	Cc1cc(C)n(CC(=O)Nc2ccc([N+](=O)[O-])cc2)n1	1	-6
119	COc1ccc(Cl)cc1NC(=O)CSc1nc2sccc2c(=O)[nH]1	0	-10
120	O=C(CNCCCO)Nc1cc(C(F)(F)F)cc(NC(=O)CNCCCO)c1Cl	-5	-10
121	O=C(c1ccc2c3c(cccc13)CC2)C1CCCN(C(=O)c2ccc(=O)[nH]c2)C1 (stereo not drawn)	-1	-26
122	O=C(Cc1ccc(Cl)cc1)NNC(=S)NC(=O)c1cccnc1	7	-5
123	CSc1ccccc1NC(=O)CN(C)CC(=O)Nc1ccc(Cl)cc1[N+](=O)[O-]	7	-12
124	NC1=NC(=O)/C(=C\c2ccsc2)S1	-3	-152
125	CC1(C)C(CC2OCC(CN3CCCCC3)O2)[C@H]2CC[C@@H]1C2 (stereo partly drawn)	-4	-6
126	CC(C)(C)c1cc(NCc2ccccn2)n2ncc(-c3ccccc3)c2n1	0	-7
127	Cc1nn(C2CCCO2)c(=O)nc1N (stereo not drawn)	-1	-16
128	C#CCOc1ccccc1CNc1ccccc1	-3	-6

Source: PubChem BioAssay (Broad Institute)
